D2 ag: HTS Assay for Allosteric Agonists of the Human D2 Dopamine Receptor: Primary Screen for Agonists; AID 485358, 2010; 340,000 tested, 0.53% active; activation, % at 2 µM; HEK293 T-REx D2 cells, calcium flux agonist mode; D(2) dopamine receptor (Homo sapiens), P14416;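 active = activation over 3 SD above normal in the single-dose calcium agonist read, cut at about 30% in these data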; also: 0% is about no effect
Target sequence (P14416 whole entry, looked up): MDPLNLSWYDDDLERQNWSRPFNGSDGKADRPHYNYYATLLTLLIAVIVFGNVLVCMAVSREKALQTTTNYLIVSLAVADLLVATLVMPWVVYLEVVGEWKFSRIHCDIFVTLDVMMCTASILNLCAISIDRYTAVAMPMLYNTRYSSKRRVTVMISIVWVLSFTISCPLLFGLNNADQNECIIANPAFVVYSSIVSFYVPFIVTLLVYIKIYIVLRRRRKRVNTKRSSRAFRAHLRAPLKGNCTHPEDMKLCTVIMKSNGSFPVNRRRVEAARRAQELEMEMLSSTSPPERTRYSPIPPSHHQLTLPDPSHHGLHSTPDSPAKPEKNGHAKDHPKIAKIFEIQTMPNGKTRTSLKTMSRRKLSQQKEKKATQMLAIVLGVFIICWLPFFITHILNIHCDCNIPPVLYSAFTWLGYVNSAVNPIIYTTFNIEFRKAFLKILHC
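Calcium-flux readout, 1 cycle/sec over 180 s following compound pin transfer, in inducible HEK293 Trex D2 cells (force-coupled); dopamine controls included. Positive calcium responses during this window marked compounds as potential agonists.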
TRHR PAM: qHTS for Small Molecule Agonists and Allosteric Enhancers of Human TRH Receptor: Primary Screen for Enhancers. Thyrotropin-releasing hormone receptor (Homo sapiens), P34981. TRHR cells, fluo-8 calcium fluorescence, EC20 TRH enhancement. enhancement, % at 2 µM. 360,000 tested, 0.66% active. AID 493056, 2011; in the data active = enhancement above about 30%; also: 0% is about no effect
Target sequence (P34981 whole entry, looked up): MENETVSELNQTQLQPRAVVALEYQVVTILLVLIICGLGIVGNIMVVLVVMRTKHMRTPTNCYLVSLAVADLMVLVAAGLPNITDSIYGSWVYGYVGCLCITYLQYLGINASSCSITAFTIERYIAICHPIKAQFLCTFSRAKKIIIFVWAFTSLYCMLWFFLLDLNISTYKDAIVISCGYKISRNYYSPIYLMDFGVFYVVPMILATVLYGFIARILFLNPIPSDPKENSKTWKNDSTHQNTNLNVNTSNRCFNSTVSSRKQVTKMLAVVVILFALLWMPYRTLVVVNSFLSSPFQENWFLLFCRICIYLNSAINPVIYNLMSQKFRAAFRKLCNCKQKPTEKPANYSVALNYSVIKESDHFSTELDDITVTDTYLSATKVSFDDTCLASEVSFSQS
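Enhancer read-out: after compound pinning and an initial kinetic agonist-mode read, an EC20 of TRH (10 nM final) was injected and fluo-8 calcium signal (Ex 480/Em 530) followed at 1 s/cycle for 100 cycles in TRHR-expressing cells.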
TrxR1 inh: qHTS Assay for Inhibitors of Mammalian Selenoprotein Thioredoxin Reductase 1 (TrxR1): qHTS; 390,000 tested, 1% active; Potency, µM (top dose mostly 114 µM), inactives show top-dose activity change, negative = inhibition, most hits filed as inhibitors; AID 588453, 2011; recombinant rTrxR1, NADPH fluorescence consumption, selenite substrate; also: potency is read from the fitted curve at half-maximal effect; % is scaled to controls: 0 for no effect and ±100 for the full control effect; nearly all actives have a fitted effect of over 65% in size
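Rat TrxR1 (90 nM in the dispensed reagent) was pre-reduced with 400 uM NADPH for 5 min at room temperature, then incubated with compound for 15 min. After 400 uM selenite was added, NADPH fluorescence (Ex 340/Em 450 nm) was followed for 8 min.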
USP1 inh: Inhibitors of USP1/UAF1: Primary Screen; Ubiquitin carboxyl-terminal hydrolase 1 (Homo sapiens), O94782; 390,000 tested, 0.23% active; recombinant USP1/UAF1, Ub-Rhodamine cleavage fluorescence; Potency, µM (top dose mostly 57.1 µM), for the others: at the highest dose activity change, negative = inhibition, usual class: inhibitors; also: potency is read from the fitted curve at half-maximal effect; % is scaled to controls: 0 for no effect and ±100 for the full control effect; nearly all actives have a fitted effect of over 60% in size; inactives centre near -12
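Step one: compound is pinned into 1nM USP1/UAF1 in HEPES pH 7.8 buffer with TCEP. Step two: 15 min room-temperature incubation. Step three: Ub-Rho (150nM final) starts cleavage, tracked by fluorescence over six one-minute reads.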
TrxR1 substrate: qHTS Assay for Substrates of Mammalian Selenoprotein Thioredoxin Reductase 1 (TrxR1): qHTS; Thioredoxin reductase 1, cytoplasmic (Rattus norvegicus), O89049; purified TrxR1 substrate turnover, NADPH consumption readout; Potency, µM (highest dose often 114 µM), for the others: at the highest dose activity change, negative = substrate turnover; 390,000 tested, 0.01% active; also: potency is read from the fitted curve at half-maximal effect; % is scaled to controls: 0 for no effect and ±100 for the full control effect; nearly all actives have a fitted effect of over 50% in size
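Rat TrxR1, dispensed at 90 nM, was prereduced with 400 uM NADPH (final) for 5 min at ~22 deg C, then incubated with compound 15 min before 400 uM selenite. A first-read NADPH fluorescence drop versus no-compound background flagged substrates.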
D2 antag: HTS Assay for Allosteric Antagonists of the Human D2 Dopamine Receptor: Primary Screen for Antagonists. inhibition, % at 10 µM. HEK293 TREx D2 cells, calcium flux, dopamine EC80. D(2) dopamine receptor (Homo sapiens), P14416. AID 485344, 2010. 340,000 tested, 2% active; in the data active = inhibition above about 30%; also: 0% is about no effect
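Cells plated overnight at 30 C with tetracycline; no-wash calcium dye, 30–90 min RT; 10 s baseline; compound pinned; 180 s read; EC80 dopamine added; another 180 s read.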
PI4K2A block: qHTS for small molecular inhibitors of PI4K2A. Phosphatidylinositol 4-kinase type 2-alpha (Homo sapiens), Q9BTU6. purified PI4K2A, ADP-Glo luminescence, 1 h; hits give low values. activity change, negative = inhibition, % at 76.9 µM. 420,000 tested, 0.13% active; in the data active = activity change below about -50%; inconclusive = mostly about -30% to -49%;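 also: -100% = wells without enzyme as full effect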
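In this quantitative HTS, ADP production by PI4K2A was quantified luminescently after 1 h at ambient temperature; 100 microM adenosine served as plate-quality control.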
TRHR ag: qHTS for Small Molecule Agonists and Allosteric Enhancers of Human TRH Receptor: Primary Screen for Agonists; AID 493084, 2011; TRHR cells, calcium flux fluo-8, FDSS agonist mode; 360,000 tested, 0.18% active; activation, % at 2 µM; in the data active = activation above about 30%; also: 0% is about no effect
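Fluo-8-loaded TRHR cells; 10 s baseline, compound added, kinetic Ca2+ fluorescence read 1/s, agonist mode.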
mIDH1 inhibitor: qHTS for Inhibitors of mutant isocitrate dehydrogenase 1 (IDH1): qHTS. Isocitrate dehydrogenase [NADP] cytoplasmic (Homo sapiens), O75874. IDH1-R132H enzyme, NADPH consumption, diaphorase/resazurin fluorescence. Potency, µM (doses to about 76.6 µM), for the others: at the top dose activity change, negative = inhibition, most hits filed as inhibitors. 390,000 tested, 0.093% active. AID 602179, 2012; also: potency is read from the fitted curve at half-maximal effect; % is scaled to controls: 0 for no effect and ±100 for the full control effect; nearly all actives have a fitted effect of over 65% in size
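IDH1-R132H (0.5 ug/mL) preincubated 30 min with compound, then NADPH (0.016 mM) and alpha-KG (2 mM) added; 80 min at RT, pH 7.5. Remaining NADPH coupled via diaphorase/resazurin to fluorescence (540/590 nm); concentration-response curves normalized to no-enzyme control.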
* = called active by the depositor; ? = inconclusive; / = not tested or not shown; & = joins results of further samples; [ ] = remark or other dose. Unless noted, calls follow the shape of the dose curve; as a rule, active = well fitted inhibition curve with a large enough effect; inconclusive = small, poorly fitted or top-dose-only effect; inactive = no such curve, though single readings can be large or run the other way.

SMILES	D2 ag	TRHR PAM	TrxR1 inh	USP1 inh	TrxR1 substrate	D2 antag	PI4K2A block	TRHR ag	mIDH1 inhibitor
CC1CCCC/C1=N\NC(=S)Nc1cccnc1 (stereo not given)	0.5	-3	?	-18%	0%	-1	-3	0.7	2%
C/C(=N\NC(=O)c1cc(C)[nH]n1)C(C)(C)C	/	-2	-15%	-1%	-10%	/	-2	0.2	2%
CCOC(=O)C(Cc1ccccc1)NC(=O)CCC(=O)c1ccc(OC)cc1 (stereo not given)	0.2	-4	13%	-2%	0%	-15	-3	0.2	6%
CC(=O)Nc1ccc(S(=O)(=O)Nc2nnc(CC(C)(C)C)s2)cc1	0.7	2	26%	-16%	6%[57.1 µM]	-4	-8	-0.4	-1%
Nc1ccc2ccccc2c1C(=O)c1ccccc1	/	/	-13%	-3%	-11%	/	-18	/	1%
CN(C)NC(=O)c1csnc1-c1c(Cl)cccc1Cl	-0.4	-1	23%	-22%	5%	5	1	-0.3	-3%
COc1cc(OC)c(N(C)C(=O)c2cc3c(s2)-c2ccccc2OC3)cc1Cl	0.3	3	30%	-20%	3%	/	0	0.7	8%
N#C/C(=C\c1ccc(N2CCCCC2)o1)C(=O)Nc1cccc(Br)c1	95*	-8	24%[57.1 µM]	28µM*	5%[57.1 µM]	13	-5	108*	12%
O=C(c1ccc2c(c1)N(Cc1ccc(F)cc1)CCS2)N1CCN(c2ccccc2)CC1	-1.1	4	122%[activator]	-6%	84%[activator]	/	0	-2.1	-7%
CCCCN1C(=O)CC(SC2CC(=O)N(CCCC)C2=O)C1=O (stereo not given)	/	/	-30%	-35%	8%	/	-8	/	-1%
COc1ccc(CC(NC(C)=O)C(=O)N2CCN(C(=O)N(C(C)C)C(C)C)CC2)cc1 (stereo not given)	0.4	-1	29%	-8%	9%	-6	1	-1.0	-2%
Cn1c(=O)n(C)c2cc(/C=N/NC(=O)c3ccc(Cl)cc3)ccc21	-0.3	8	100%[activator]	-17%	49%[activator]	-1	-2	-0.6	-9%

Another view of part of the listing above:
Values run as follows: D2 ag	TRHR PAM	TrxR1 inh	USP1 inh	TrxR1 substrate	D2 antag	PI4K2A block	TRHR ag	mIDH1 inhibitor
- CCOC(=O)C(Cc1ccccc1)NC(=O)CCC(=O)c1ccc(OC)cc1 (stereo not given)
  0.2	-4	13%	-2%	0%	-15	-3	0.2	6%
- CC(=O)Nc1ccc(S(=O)(=O)Nc2nnc(CC(C)(C)C)s2)cc1
  0.7	2	26%	-16%	6%[57.1 µM]	-4	-8	-0.4	-1%
- Nc1ccc2ccccc2c1C(=O)c1ccccc1
  /	/	-13%	-3%	-11%	/	-18	/	1%
- CN(C)NC(=O)c1csnc1-c1c(Cl)cccc1Cl
  -0.4	-1	23%	-22%	5%	5	1	-0.3	-3%
- COc1cc(OC)c(N(C)C(=O)c2cc3c(s2)-c2ccccc2OC3)cc1Cl
  0.3	3	30%	-20%	3%	/	0	0.7	8%

The list goes on:
SMILES	D2 ag	TRHR PAM	TrxR1 inh	USP1 inh	TrxR1 substrate	D2 antag	PI4K2A block	TRHR ag	mIDH1 inhibitor
Cc1ccsc1/C=N/n1c(-c2cccnc2)n[nH]c1=S	-0.8	-1	-28%[57.1 µM]	-9%	-1%[57.1 µM]	13	0	-0.3	8%
CCCCNc1nc2ccccc2n1CC(=O)Nc1ccc2c(c1)OCCO2	-2.7	0	2%	-8%	1%	3	6	-0.8	2%
CCCC(=O)Nc1c2c(nn1-c1cccc(Cl)c1)CS(=O)(=O)C2	/	3	?	-11%	-4%	/	-2	-0.1	0%
Cc1c(NC(=O)CSc2nccn2C)c(=O)n(-c2ccccc2)n1C	-0.3	9	13%	4%	-5%	10	-3	0.4	3%
O=C(O)CCc1ccc(-c2cccs2)n1CC(=O)Nc1ccccc1C(F)(F)F	-0.2&-1.3	3&3	?	-1%&-11%	3%[57.1 µM]	14	2&-2	-0.2&-0.5	1%&0%
O=C(O)c1ccc(N=Cc2c(O)ccc3oc4c(c23)CCCC4)cc1	-1.6	-4	2%	-27%	3%	-8	-5	-0.8	4%
CN1CCN(NC(=S)Nc2ccc(OC(F)F)cc2)CC1	2.0	0	26%[57.1 µM]	-10%	-7%[57.1 µM]	-12	-3	2.9	6%
COc1ccc(-c2csc(NC(=O)Cc3ccccc3F)n2)cc1OC	/	-7	37%[57.1 µM]	-20%	-17%[57.1 µM]	/	-7	0.3	15%
COCC(C)n1c(SCC(=O)Nc2sccc2C(N)=O)nc2ccccc2c1=O (stereo not given)	-1.0	-2	19%	-22%	3%	-10	7	-0.9	-10%
CN1CCN(c2ccc(NC(=O)c3ccc(-c4ccc(Br)cc4)o3)cc2)CC1	0.3	-9	-9%[57.1 µM]	-21%	-8%[57.1 µM]	-24	-5	1.2	-5%
COc1ccc(-n2c(C)c(C)c3c(N)ncnc32)cc1	-0.9	3	16%	-18%	2%	26	16	0.1	0%
C=CCc1cccc(Cl)c1OCCON1C(=O)CCC1=O	-0.4	-6	-8%	-19%	-5%	4	0	-0.9	-1%
COc1ccc(Br)cc1CNC(=O)c1cc(=O)[nH]c2ccc(S(=O)(=O)N3CCCC3)cc12	-0.3	4	39%[activator][57.1 µM]	?	7%[57.1 µM]	/	3	0.3	-5%
Cc1ccc(OCc2ccc(C(=O)Nc3ccc(C(N)=O)cc3)o2)c([N+](=O)[O-])c1	0.6	1	?	1%	-7%	-7	1	0.2	-3%
CCCCn1cnc2cc(NCc3cccc(OC)c3O)ccc21	6.0	13	-13%	-5%	15%	7	2	2.6	2%
O=C(Nc1cccc2[nH]ncc12)c1ccc(F)cc1	0.0	-4	-6%	-10%	-4%	-3	-14	1.0	3%
CCC(C)Sc1cccc(-c2nc3ccccn3c2NCc2ccccc2)c1 (stereo not given)	/	/	5%	-26%	51%[activator]	/	-5	/	11%
Cc1ccc(NS(=O)(=O)c2cc(C(=O)N(C)C3CCN(C)CC3)ccc2Cl)cc1Cl	/	/	18%	-11%	-3%	/	-4	/	-1%
CCc1ccc(NS(=O)(=O)c2cccs2)cc1	1.9	5	15%	-16%	8%	-13	9	-1.1	1%
COc1ccccc1/C=C\C=N\n1c(-c2ccc(Cl)cc2Cl)n[nH]c1=S	/	2	-27%	-21%	-4%	/	7	-0.4	-3%
Cc1ccc2cc(CN(Cc3ccco3)C(=O)c3ccccc3)c(=O)[nH]c2c1C	-0.4	-9	8%	-22%	2%	-4	7	-0.4	4%
Cc1ccc(CC(=O)NCCCc2ccccc2)cc1	-0.9	-1	3%	-3%	0%	-9	6	-0.3	3%
C=CC(=O)N1C/C(=C/c2ccccc2)C(=O)/C(=C\c2ccccc2)C1	/	/	4µM*	-23%	3%[11.4 µM]	/	-11	/	-6%
N#CC(CCc1ccccn1)c1ccccc1 (stereo not given)	/	/	2%[57.1 µM]	-7%	6%[57.1 µM]	/	-3	/	4%
COC(=O)CCC(=O)N1CCCC(N2CCN(c3ccc(OC)cc3)CC2)C1 (stereo not given)	-0.8	0	19%	-8%	7%	-9	-2	-2.4	2%
CCCOc1ccc(CNC(=O)C2CCN(c3nc4ccccc4nc3C(F)(F)F)CC2)cc1	/	3	20%[57.1 µM]	-10%	1%[57.1 µM]	/	-1	0.0	-12%
Fc1ccccc1N1CCN(Cc2cnc(Cl)s2)CC1	/	4	-1%	-16%	5%	/	-1	0.1	0%
O=c1oc2cc(Cl)ccc2n1CSc1nc2ccccc2s1	0.8	-4	17%[57.1 µM]	-29%	12%[57.1 µM]	-1	-7	1.4	1%
Cc1cccc(CSC(=N)N)c1	0.1	-8	8%[57.1 µM]	-13%	8%[57.1 µM]	4	0	-0.1	-2%
COc1ccc(-c2nnc(-c3cccnc3)o2)cc1	0.2	9	32%[activator]	-9%	270%[activator]	-11	-11	0.1	-1%
CCC1=[N+]([O-])C(C)(/C(C)=N\O)N(O)C1(C)C (stereo not given)	-0.1	-4	-4%	-7%	-1%	2	-5	-0.3	2%
C=CCOc1ccc(C2C(C(=O)c3ccc(C)o3)=C(O)C(=O)N2Cc2cccnc2)cc1 (stereo not given)	-0.4	2	-13%	0%	-7%	-6	0	-1.8	-2%
Cc1ccccc1CNC(=O)c1ccc2nc(SCc3ccc(F)cc3)n(C)c2c1	-0.4	0	48%[activator]	-25%	11%	/	1	-0.3	5%
CCCS(=O)(=O)N1CCC(C(=O)N2CCOCC2)CC1	0.5	3	24%	-9%	15%	-13	-7	0.1	-1%
Cc1c(=O)n(OCc2cccc(F)c2)c2ccccc2[n+]1[O-]	-0.5	-4	19%	-18%	13%	-2	-2	0.1	7%
O=C(CCCN=C1NS(=O)(=O)c2ccccc21)OCC(=O)c1ccc(Br)cc1	1.2	1	-3%	-11%	-1%	5	3	1.3	8%
COc1ccc(C(O)c2nc3ccccc3n2C(C)C)cc1 (stereo not given)	0.3	-5	3%	-20%	0%	-17	-3	-0.6	3%
Cc1ccc(S(=O)(=O)NC(=O)NC(C)(C)C)cc1	0.8	4	6%	-5%	3%	-1	-3	0.3	-2%
COc1cc(/C=C2/C(=N)N3N=C(CC(=O)N4CCOCC4)SC3=NC2=O)ccc1OCc1ccccc1	0.0	5	31%	-18%	3%	-3	-2	-0.6	-1%

Compounds were not picked by outcome, and some 3.9% of all compounds hit somewhere here.
